# IDE cell activ – activators of human insulin-degrading enzyme in cells. activation, % at 5.96 µM. 0.073% of 340,000 active. HEK cells, FAbeta-B cleavage, fluorescence polarization; 0% vehicle, 100% cell-free pure enzyme wells. P14735;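 active = activation above the mean of all tested compounds plus 3 SD, set per screening campaign, cut at about 17% in these data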
# Target sequence (P14735 whole entry, looked up): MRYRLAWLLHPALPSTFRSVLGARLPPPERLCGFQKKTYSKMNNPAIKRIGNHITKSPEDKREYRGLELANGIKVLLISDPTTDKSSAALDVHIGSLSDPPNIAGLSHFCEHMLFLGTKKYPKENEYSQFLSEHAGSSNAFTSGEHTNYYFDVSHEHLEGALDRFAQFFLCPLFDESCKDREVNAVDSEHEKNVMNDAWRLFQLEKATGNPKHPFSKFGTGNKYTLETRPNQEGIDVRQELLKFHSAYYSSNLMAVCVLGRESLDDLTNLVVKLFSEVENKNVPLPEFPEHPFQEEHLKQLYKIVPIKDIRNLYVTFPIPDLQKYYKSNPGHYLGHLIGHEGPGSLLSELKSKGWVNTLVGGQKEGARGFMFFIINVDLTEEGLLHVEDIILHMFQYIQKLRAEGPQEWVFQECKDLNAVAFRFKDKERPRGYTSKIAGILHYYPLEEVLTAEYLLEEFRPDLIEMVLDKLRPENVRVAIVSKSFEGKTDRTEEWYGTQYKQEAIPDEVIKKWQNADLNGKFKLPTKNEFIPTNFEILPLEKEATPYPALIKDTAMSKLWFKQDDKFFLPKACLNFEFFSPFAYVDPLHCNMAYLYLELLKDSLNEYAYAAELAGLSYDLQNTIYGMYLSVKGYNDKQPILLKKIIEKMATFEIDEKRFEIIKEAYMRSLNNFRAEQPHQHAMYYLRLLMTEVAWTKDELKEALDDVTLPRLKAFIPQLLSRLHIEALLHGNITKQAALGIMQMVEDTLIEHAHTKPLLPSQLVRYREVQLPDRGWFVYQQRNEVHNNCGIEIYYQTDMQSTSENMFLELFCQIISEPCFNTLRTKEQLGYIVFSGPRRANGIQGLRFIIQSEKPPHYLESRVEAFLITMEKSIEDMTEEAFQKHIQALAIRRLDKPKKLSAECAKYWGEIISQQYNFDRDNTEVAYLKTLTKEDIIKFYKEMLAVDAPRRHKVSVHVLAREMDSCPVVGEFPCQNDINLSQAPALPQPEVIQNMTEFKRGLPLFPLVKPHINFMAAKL
# * marks the source's active call; other numbers are inactive results. A portion of the library. The share of hits here may be higher or lower than overall.
compound,IDE cell activ
ON=C1c2ccccc2-c2ccc(O)cc21,-6.8
c1ccc(CCNCc2ccco2)nc1,2.0
CCOC(=O)C1=C(COC(=O)c2ccc(OC)c(S(=O)(=O)N3CCOCC3)c2)NC(=O)NC1C (stereo not drawn),-2.9
Nc1ccccc1C(=O)C[C@H](N)C(=O)O,-2.5
Cc1noc(C)c1NC(=O)N(C)C[C@H]1Oc2c(cccc2N(C)C)C(=O)N([C@H](C)CO)C[C@@H]1C,6.5
Cc1ccc(S(=O)(=O)N2CCN(C(=O)c3cc(S(=O)(=O)N4CCOCC4)ccc3Cl)CC2)c(C)c1,3.3
CCN(CC)S(=O)(=O)c1cc(C(=O)Nc2cc(S(=O)(=O)N3CCOCC3)ccc2N2CCCC2)ccc1F,1.1
COc1ccc(C2(CNC(=O)c3cc(OC)c(OC)c(OC)c3)CCCC2)cc1OC,2.8
O=C(Cc1ccccc1)c1ccccn1,3.8
CCCCCCOC(=O)CC1CC(C(C)=O)C1(C)C (stereo not drawn),4.0
O=C(NNc1ccc([N+](=O)[O-])cn1)Nc1ccc(N=Nc2ccccc2)cc1,-0.2
COCCN(C(=O)c1ccc2c(c1)C(=O)N(c1ccccc1Cl)C2=O)c1c(N)n(CC(C)C)c(=O)[nH]c1=O,0.2
COc1cc2c[n+](C)c3c4ccccc4ccc3c2cc1OC,-1.0
C=CC(=O)N1C/C(=C/c2ccc(F)cc2)C(=O)/C(=C\c2ccc(F)cc2)C1,-4.9
Oc1c(Cl)cc(Oc2cc(Cl)c(O)c(CN3CCOCC3)c2)cc1CN1CCOCC1,4.0
COC(=O)C1OCOC2C(C(=O)OC)OCOC12 (stereo not drawn),1.0
CCN(CC)C(=O)[C@H]1C[C@H](CC(=O)NCCc2ccccn2)C(=O)N2CCc3c([nH]c4ccc(Cl)cc34)[C@]12C,-3.5
O=C1[C@H](Cc2ccccc2)NCC=CC[C@H](c2ccc(Cl)cc2)N1Cc1ccc(Cl)cc1,5.8
O=C(Nc1ccc2ccccc2c1)c1ccccc1[N+](=O)[O-],4.2
C[C@@H]1CN(S(=O)C(C)(C)C)[C@@H](CCO)/C1=C\c1ccccc1 (stereo partly drawn),-1.7
CN(Cc1ccccc1)S(=O)(=O)c1ccc(Cl)c(C(=O)NCCCN2CCCC2=O)c1,5.2
COc1ccc(OC)c(S(=O)(=O)N2CCCC(C(=O)NC3CC3)C2)c1 (stereo not drawn),2.8
O=C(COC(=O)CNS(=O)(=O)c1cccc(F)c1)NCCc1ccccc1,1.3
COc1cc(C2c3cc4c(cc3OC(C)(N3CCCC3)C2C)OCO4)cc(OC)c1OC (stereo not drawn),-3.6
CCOc1cccc(C2C(C(=O)c3ccc(C)o3)=C(O)C(=O)N2c2nnc(C)s2)c1 (stereo not drawn),-1.0
O=C1OCCN1C(=O)[C@H]1[C@H](c2ccc([N+](=O)[O-])cc2)C(c2ccc(F)cc2)=NN1c1ccccc1,2.2
O=C(Nc1cccc(Cl)c1)OCCOC(=O)Nc1cccc(Cl)c1,-3.1
Cc1ccc(NC(=O)c2cc(S(=O)(=O)N3CCOCC3)ccc2Cl)cc1S(=O)(=O)N1CCOCC1,1.6
CCOC(=O)C1=C(O)/C(=C/c2ccc(-c3ccccc3C(=O)O)o2)SC1=Nc1ccc(C)cc1,-18.2
COCCN(C(=O)COC(=O)C12CC3CC(CC(C3)C1)C2)c1c(N)n(Cc2ccccc2)c(=O)[nH]c1=O,4.8
COc1ccc(C(=O)COC(=O)C2CCN(c3ccc(C(F)(F)F)cn3)CC2)c(OC)c1,4.1
COc1ccc(Br)cc1/C=N/Nc1ccc(S(=O)(=O)Nc2ccccc2C(=O)O)cc1[N+](=O)[O-],0.7
CCCCn1c(N)c(N(CC(C)C)C(=O)COc2cc(C)ccc2Cl)c(=O)[nH]c1=O,1.4
COc1ccc2c(c1)/C(=C/c1cc(OC)c(OC)c(OC)c1)C(=O)N2,5.2
CN(C)C(=S)N=c1ssc(=S)n1Cc1cccnc1,0.6
C[C@@H]1CN[C@@H](CCO)/C1=C\c1ccccc1,0.8
CCCCc1ccc(NS(=O)(=O)c2cccc(C(=O)N3CCNC(=O)C3)c2)cc1,4.2
CCc1nc(N)nc(N)c1-c1ccc(N(C)Cc2ccccc2)c([N+](=O)[O-])c1,3.7
CN(C)c1ccc(S(=O)(=O)NCC(=O)N2CCN(S(=O)(=O)c3cccc(F)c3)CC2)cc1[N+](=O)[O-],7.9
Nc1[nH]c(=O)nc2snnc12,2.1
COc1ccc(C(CNC(=O)c2ccc(C)c(S(=O)(=O)N3CCCCC3)c2)N2CCCC2)cc1 (stereo not drawn),8.0
O=S(=O)(Cc1ccccc1)NC1c2ccccc2Oc2ccccc21,4.8
O=C1OCCN1C(=O)[C@H]1[C@H](c2ccc([N+](=O)[O-])cc2)C(c2ccc(F)cc2)=NN1c1ccc(Br)cc1,5.8
O=C(CSc1nnc2ccc(-c3ccco3)nn12)Nc1ccccc1F,0.2
CN(Cc1ccccc1)C(=O)COC(=O)c1ccccc1SCC(=O)N1CCCC1,2.1
COc1ccc(NC(=O)CCNC(=O)c2ccc([N+](=O)[O-])cc2)cc1S(=O)(=O)N1CCCCC1,-0.8
CC(=O)c1ccc(OCCCC(=O)Nc2ccc(C)c(S(=O)(=O)N3CCCCC3)c2)cc1,-2.1
CCCNC(=O)CSc1ccc(S(=O)(=O)N2CCCCC2)cn1,-2.6
CC(NC(=O)CNC(=O)c1ccccc1Br)c1cccs1 (stereo not drawn),2.0
COC(=O)c1c(NC2=NS(=O)(=O)c3ccccc32)sc2c1CCC(C(C)(C)C)C2 (stereo not drawn),2.2

# Pulled by structure from the list above:
compound,IDE cell activ
COc1ccc(C(CNC(=O)c2ccc(C)c(S(=O)(=O)N3CCCCC3)c2)N2CCCC2)cc1 (stereo not drawn),8.0
CCOC(=O)C1=C(O)/C(=C/c2ccc(-c3ccccc3C(=O)O)o2)SC1=Nc1ccc(C)cc1,-18.2
COc1ccc(C(=O)COC(=O)C2CCN(c3ccc(C(F)(F)F)cn3)CC2)c(OC)c1,4.1
O=C1OCCN1C(=O)[C@H]1[C@H](c2ccc([N+](=O)[O-])cc2)C(c2ccc(F)cc2)=NN1c1ccc(Br)cc1,5.8
Nc1[nH]c(=O)nc2snnc12,2.1
COc1ccc(NC(=O)CCNC(=O)c2ccc([N+](=O)[O-])cc2)cc1S(=O)(=O)N1CCCCC1,-0.8
CCCNC(=O)CSc1ccc(S(=O)(=O)N2CCCCC2)cn1,-2.6

# Following part
Compound | IDE cell activ
COc1cc(NC(=O)CN2C(=O)C(=O)N(CC(C)C)C2=O)cc(OC)c1 | 6.2
CC(Sc1nnc(C2CC2)n1-c1ccccc1)C(=O)N1CCNC1=O (stereo not drawn) | 5.6
Cc1nc2c(cnn2CCO)c(=O)[nH]1 | 3.0
CCN(CC)C(CNC(=O)CSc1nnnn1-c1c(C)cccc1C)c1ccco1 (stereo not drawn) | 5.7
CC1=CC(C)(C)NC(=S)N1c1ccc([N+](=O)[O-])cc1 | -2.1
Cc1nc(N)[nH]c(=O)c1CCCNc1ccc(CCCCC2(CCl)OCCO2)cc1 | 9.1
C=CCn1c(C)nnc1SCC(=O)Nc1cc(S(=O)(=O)N2CCCC2)ccc1Cl | -0.1
Cc1cc(C)c(S(=O)(=O)Oc2ccccc2[N+](=O)[O-])c(C)c1 | -2.9
COC(=O)c1ccccc1S(=O)(=O)N1CCC(C(=O)Nc2ccccc2N2CCOCC2)CC1 | 4.8
Cc1nc2cc(C)c(C)cc2o1 | 2.6
COc1ccc(-c2cc(C(=O)N3CCCCCC3)c3ccccc3n2)cc1 | -3.9
O=[N+]([O-])c1ccc(COc2ccccc2CN2CCOCC2)cc1 | 0.8
COc1ccc(N[C@@H]2CCN3C(=O)c4ccccc4[C@@H]3C[C@H]2O)cc1 | 3.3
Cc1ccc(C(=O)NN=Cc2ccc3c(c2)OCO3)cc1 | 2.0
O=C(N=Nc1c(O)[nH]c2ccccc12)Nc1ccccc1 | -5.3
Cc1ccc(CNC(=O)COC(=O)c2ccc(S(=O)(=O)N3CCCCCC3)cc2)cc1 | 3.1
O=S(=O)(NCCc1ccc(F)cc1)c1cc(C(F)(F)F)ccc1Br | -3.8
CC(C)C[C@H]1CNC(=S)N1CC1CCN(CC2CCCC2)CC1 | 3.6
CN(C)S(=O)(=O)c1cccc(COC(=O)CNC(=O)c2ccc(Br)o2)c1 | 3.8
CC(=O)N(c1cc(C)ccc1C)c1ccccc1[N+](=O)[O-] | 5.6
COc1ccccc1C(=O)NCC(=O)Nc1ccc2c(c1)OCO2 | 2.1
O=C(CN1CCN(C(=O)c2ccccc2Cl)CC1)Nc1cccc(S(=O)(=O)N2CCCC2)c1 | 4.1
Cc1cnc(C(=O)Nc2ccc(C)c(S(=O)(=O)N3CCCCCC3)c2)cn1 | 3.0
COc1cc2oc(=O)cc(-c3cccc(-c4cccc(C)c4)c3)c2c(OC)c1OC | 3.5
CC1(C)COC(c2cccc([N+](=O)[O-])c2)OC1 | -0.3
COc1ccc(C(=O)NCC(C)(c2ccccc2)c2ccccc2)cc1S(=O)(=O)N1CCOCC1 | 1.5
CCCCN1CC(COCc2ccccc2)Oc2cccc(Oc3ccc(C(C)C)cc3)c2S1(=O)=O (stereo not drawn) | 1.2
Cc1cc(C)cc(NC(=S)N2CCC(C(=O)c3ccc(F)cc3)CC2)c1 | -3.2
O=C1NC(=O)C(=Cc2ccco2)S1 | 5.5
CC(=O)Oc1ccc(C23c4ccccc4C2(OC(C)=O)c2cc(OC(C)=O)ccc23)cc1 (stereo not drawn) | -3.2
Cc1cn(C2CC(O)C(CO)O2)c(=O)n(CCCc2ccccc2)c1=O (stereo not drawn) | 4.0
COc1cc(OC)cc(C(=O)N(Cc2ccco2)c2c(N)n(Cc3ccccc3)c(=O)[nH]c2=O)c1 | 2.0
Cc1nn(-c2ccc(Cl)cn2)c2c1C(=O)CC(C)(C)C2Br (stereo not drawn) | -2.0
NC(=O)COC(=O)[C@H](Cc1ccccc1)NS(=O)(=O)c1ccc2c(c1)OCCO2 | 7.3
CCOC(=O)CC[C@H](NC(=O)Cn1cnc(C(=O)Nc2ccc(C)c(C)c2)n1)C(=O)OCC | 0.3
Nc1ncnc2c1ncn2[C@@H]1O[C@H](CNC(=O)[C@@H]2CCC(=O)N2)[C@@H](O)[C@H]1O | 5.0
Cc1ccc(NC(=O)c2ncn(CCCNCc3ccccc3)n2)cc1C | 2.5
Cc1cc2oc(=O)cc(-c3ccccc3)c2c(C)c1-c1ccc(CO)cc1 | -2.5
COc1ccc(CCNC(=O)Cc2cc3c(cc2[N+](=O)[O-])OCO3)cc1OC | 5.4
CCOc1ccc(NC(=O)CN(C)C(=O)c2cc(C3CC3)nn2-c2ccccc2)cc1OCC | 2.9
CC(C)(C)c1ccc(OCCCC(=O)Nc2cccc(S(=O)(=O)N3CCOCC3)c2)cc1 | -0.9
O=C1CC(C(=O)O)NC(=S)N1 (stereo not drawn) | 5.5
O=Nc1c2cc3ccccc3[nH]c-2c2ccccc12 | -1.4
CC(=O)N1CCN(C(C)=O)c2ccccc21 | 0.4
COc1ccccc1Nc1ccc2c(O)cc(S(=O)(=O)O)cc2c1 | -3.6
COc1cccc(NC(=O)CN(C)C(=O)c2ccc3[nH]c4c(c3c2)CC(C)CC4)c1 (stereo not drawn) | -6.5
CN(C=O)c1ccc(CSc2ccccc2)cc1 | 3.6
CN(c1ccc(OCC(=O)Nc2ccc(S(N)(=O)=O)cc2)cc1)S(=O)(=O)c1ccc(F)cc1 | 3.2
O=C(NCCc1ccc2c(c1)OCCO2)c1cc(S(=O)(=O)N2CCCC2)ccc1Cl | -2.9
CN(C)c1nc2c(cnn2C)c(=O)[nH]1 | -6.6

# Next results:
Compound | IDE cell activ
COc1ccc(-c2cccc(-c3cc(=O)oc4cc(OC)cc(OC)c34)c2)cc1 | 2.1
CCN(c1ccccc1)S(=O)(=O)c1ccc(C(=O)NCc2ccccn2)cc1 | 4.4
COc1ccc(-c2noc(CCCC(=O)N3CCN(c4cc(C)ccc4C)CC3)n2)cc1 | 0.2
CCOC(=O)C1Oc2ccccc2C(C(=O)OC)=C1C(=O)OC (stereo not drawn) | -3.1
COc1ccc(NC(=O)C2CCCCN2S(=O)(=O)c2ccccc2)cc1S(=O)(=O)N1CCOCC1 (stereo not drawn) | 5.1
C[C@H]1NS(=O)(=O)c2ccc(Br)cc2O[C@H]1c1ccccc1 | -1.9
O=c1[nH]cnc(CN2CCCCC2)c1O | -1.4
COc1ccc(-c2noc(CCC(=O)N3CCC(c4cc(C)ccc4C)CC3)n2)cc1 | 1.4
CN(CC(=O)Nc1cccc(F)c1)C(=O)c1ccc2c(c1)CC(c1ccccc1)OC2=O (stereo not drawn) | 0.7
Cc1cc(C(=O)Cn2cnc3ccc(Cl)cc3c2=O)c(C)n1C1CC1 | 5.8
CC(C)N(C(=O)[C@H]1C[C@H](CC(=O)NC(C)(C)C)C(=O)N2CCc3c([nH]c4cc(CCC(=O)N(C)C)ccc34)[C@]12C)C(C)C | 3.5
COC(=O)CCN(Cc1ccccc1)S(=O)(=O)c1ccccc1Br | -0.1
O=C1CN(N=Cc2ccco2)C(=O)N1 | -3.5
CN(Cc1ccccc1)C(=O)COC(=O)c1ccc(-n2cnnn2)cc1 | -0.4
CN(Cc1ccccc1)C(=O)c1cccc(NC(=O)Cc2ccc(NC(=O)C3CCCN(C(=O)C4CCC4)C3)cc2)c1 (stereo not drawn) | -3.9
C=CCCC1CN(Cc2ccco2)S(=O)(=O)c2c(F)cccc2O1 (stereo not drawn) | 3.5
NC(=O)c1ncn([C@@H]2O[C@H](CNCc3ccc(OCC(=O)Nc4nccs4)cc3)[C@@H](O)[C@H]2O)n1 | 1.8
CC[C@H]1C(c2ccc(F)cc2)=NN(c2ccccc2)[C@@H]1CO | -0.1
O=C1C2CC=CCC2C(=O)N1c1nccs1 (stereo not drawn) | -0.5
Cc1ccc(NC(=O)C2CCN(S(=O)(=O)c3ccc(C(C)(C)C)cc3)CC2)cc1S(=O)(=O)N1CCOCC1 | 3.1
CC(C)n1c(=O)[nH]c(=O)n1C(C)C | 2.9
CC(C)(C)C(=O)Nc1cccc(-c2ccc[nH]2)n1 | 1.2
CN(Cc1cnc2nc(N)nc(N)c2n1)c1ccc(C(=O)NC(CCC(=O)O)C(=O)O)cc1C(F)(F)F (stereo not drawn) | 2.3
